TNAP activators = stimulation of alkaline phosphatase TNAP activity – biochemical, luminescent, no phosphate acceptor, uHTS, primary screen (AID 1001); purified TNAP, luminescent activation assay, no phosphate acceptor; higher activation fold means a stronger effect; activation fold at 20 µM, or EC50 in µM where a hit was titrated; hit rate 0.03% among 200,000; in the data active = activation fold from about 3, or a potency from the dose series; inactive = the rest, 99 in 100 with activation fold below about 1.6; note: many of its hits are not listed in these tables
NOD1 inhibition = inhibition of NOD1-driven NF-kB reporter – cell-based, luminescence, uHTS, primary screen (AID 1578) | NOD1-driven NF-kB luciferase reporter cells, luminescence; higher % means a stronger effect | one-dose inhibition, % at 4 µM; EC50 in µM for titrated hits | hit rate 1% among 290,000; in the data active = inhibition mostly above about 36%, no sharp cut-off; inactive = mostly below about 34%;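 note: HEK-293T reporter cells stimulated with the NOD1 agonist gamma-tri-DAP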
KOR beta-arrestin-1 = KOR antagonists, beta-arrestin recruitment, cell-based, luminescence, uHTS (AID 1778) | KOR beta-arrestin recruitment, luminescence, antagonist mode; higher % means a stronger effect | inhibition, % at 10 µM, or IC50 in µM where a hit was titrated | hit rate 0.091% among 290,000; note: strong numbers were not always called active
human PMI inhibition = inhibitors of human PMI, primary screen, biochemical, fluorescence intensity, coupled assay (AID 1209) | purified PMI enzyme, coupled fluorescence intensity; higher % means a stronger effect | one-dose inhibition, % at 20 µM; IC50 in µM for titrated hits | hit rate 0.42% among 190,000;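 note: plate controls were DMSO vehicle for no effect and wells lacking substrate for full effect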
LYP phosphatase = inhibitors of LYP phosphatase, biochemical, fluorescence intensity, uHTS (AID 1779); recombinant LYP phosphatase, fluorescence intensity; higher % means a stronger effect; hit rate 0.054% among 290,000; one-dose inhibition, % at 11.5 µM; IC50 in µM for titrated hits;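 note: plate controls were vehicle with enzyme for no effect and no enzyme for full effect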
XIAP antagonists = XIAP antagonists, biochemical, IAP family, fluorescence polarization (AID 1018) | hit rate 0.007% among 200,000 | displacement, % at 20 µM, or IC50 in µM where a hit was titrated | XIAP BIR domain, fluorescence polarization peptide displacement; higher % means a stronger effect; in the data active = displacement above about 50%; note: a part of the inactive calls stands beside numbers as strong as those of hits
NOD2 inhibition = inhibition of NOD2-driven NF-kB reporter – cell-based, luminescence, uHTS, HEK293 (AID 1566). hit rate 0.63% among 290,000. one-dose inhibition, % at 4 µM; EC50 in µM for titrated hits. HEK293 NOD2/NF-kB luciferase reporter, luminescence; higher % means a stronger effect; note: many of its hits are not listed in these tables
KOR beta-arrestin-2 = KOR agonists, beta-arrestin recruitment, primary screen, cell-based, luminescence, uHTS (AID 1777); KOR beta-arrestin recruitment, luminescence; higher % means a stronger effect; one-dose activation, % at 10 µM; EC50 in µM for titrated hits; hit rate 0.02% among 280,000; in the data active = activation above about 50%, passing the limit was not always enough; note: a part of the inactive calls stands beside numbers as strong as those of hits
human PMI inhibitors = MPI inhibition at elevated mannose 6-phosphate – biochemical, fluorescence intensity, high mannose 6-phosphate, primary screen (AID 1220) | recombinant PMI enzyme, coupled fluorescence intensity; higher % means a stronger effect | inhibition, % at 20 µM, or IC50 in µM where a hit was titrated | hit rate 0.66% among 190,000
* = called active by the depositor; nt = no result given; [ ] = another dose, or the depositor's remark. Cut-off read from the data, not from the text of the source, unless noted: active = inhibition above about 50%; inactive = the rest. Not all compounds are listed. The share of hits here may be higher or lower than overall.

SMILES | TNAP activators | NOD1 inhibition | KOR beta-arrestin-1 | human PMI inhibition | LYP phosphatase | XIAP antagonists | NOD2 inhibition | KOR beta-arrestin-2 | human PMI inhibitors
CCCc1cc2c(=O)c(-c3ccc4c(c3)OCCO4)c(C)oc2cc1OS(C)(=O)=O | 1 | 21% | -48% | 17% | 3% | -3.2% | 8% | -2.4% | 14%
CC1CC(C)CN(C(=O)COC(=O)CNS(=O)(=O)/C=C/c2ccccc2)C1 (stereo not given) | 1 | -19% | 11% | -3% | 5% | -6.3% | -21% | -1.3% | -7%
COc1ccc2[nH]c3c(c2c1)CCN1C(=O)N([C@@H](C)C(=O)NCc2c(F)cccc2Cl)C(=O)[C@]31C | nt | -17% | -7%[20 µM] | nt | -6% | nt | 19% | -3.4% | nt
Cc1cc(Br)ccc1NC(=O)CNC(=O)CN(C)Cc1nc2ccccc2c(=O)[nH]1 | 1.9 | -1% | -4% | -1% | -4% | -5.1% | 0% | 0.6% | 3%
CC(CC(=O)NCc1ccc(Cl)cc1)c1ccccc1 (stereo not given) | nt | -12% | -5% | nt | -6% | nt | -3% | -0.9% | nt
CCN(CC)S(=O)(=O)c1ccc(S(=O)(=O)N(Cc2ccccn2)Cc2ccco2)cc1 | 1 | -27% | 32% | -1% | 5% | 0.2% | -12% | 5.0% | -4%
CSc1ccccc1NC(=O)CN(Cc1ccc(Cl)cc1)S(C)(=O)=O | 1.1 | -10% | 22% | 13% | -1% | 2.9% | 9% | 1.8% | 3%
CC(C)CC(NC(=O)C1CCC(=O)N1)C(=O)NC(CC(C)C)C(=O)N1CCCC1C(N)=O (stereo not given) | nt | -17% | 1% | nt | -9% | nt | 6% | 4.5% | nt
Cn1c(-c2ccncc2)nc2ccccc21 | nt | -64% | -11%[20 µM] | nt | -9% | nt | 9% | 0.7% | nt
CCn1c(SCC(=O)NCc2ccc3c(c2)OCO3)nc2c(c1=O)SCC2 | nt | 23% | 6% | nt | -12% | nt | 14% | 5.5% | nt
O=C(N/N=C/C(Br)=C/c1ccccc1)NC1CCCCC1 | 1.1 | -22% | 8% | -10% | 3% | -4.3% | -26% | 6.4% | -2%
Cc1cc(C)cc(OCC(=O)NCc2nc(-c3ccccc3)no2)c1 | 1.1 | -16% | -91% | 7% | -7% | -5.4% | -4% | 6.7% | -2%
COC(C(=O)Nc1ccc(Br)cc1F)c1ccccc1 (stereo not given) | 1.1 | -15% | -3% | -8% | 1% | -5.2% | -2% | 3.1% | -4%
CCn1c(O)c(N=NC(=O)Cn2ccc(C(F)(F)F)n2)c2ccccc21 | 1.2 | 48% | nt | 8% | 0% | -8.5% | 25% | 4.2% | -1%
COC(=O)[C@@H]1CCCN1Cc1nc(Cc2ccc(OC)c(OC)c2)no1 | 1.1 | -11% | 11%[20 µM] | -4% | -14% | -3.5% | 22% | -0.1% | 2%
O=C(CCN1CCCCC1)Nc1cccc(Br)c1 | nt | -25% | 2% | nt | -6% | nt | 7% | 2.0% | nt
Clc1ccc(Oc2nnnn2-c2ccccc2)cc1 | 1.2 | -32% | 16% | 8% | -8% | -10% | -8% | -0.5% | 5%
Cc1cc(C)c(C(=O)/C=C/c2ccco2)c(=O)[nH]1 | 1.1 | -20% | -4% | 6% | -3% | -24% | -2% | 4.7% | 40%
Cc1ccc(CSc2nc3ccncc3[nH]2)cc1 | 1.2 | 30% | 15% | -5% | -2% | -1.8% | -147% | -3.9% | -6%
CC#CCCCC(=O)Nc1ccccc1C(=O)O | 1.1 | -46% | -20% | -5% | -3% | -3.5% | -16% | 0.0% | -5%
O=C(NC1CCCc2ccccc21)c1ccc(S(=O)(=O)N2CCOCC2)cc1 (stereo not given) | 1.2 | -38% | 12% | 3% | -3% | -3.4% | -3% | -6.6% | 6%
CCOc1ccc(OCC)c(NC(=O)CN2CCN(c3cc(C)ccc3C)CC2)c1 | 1.1 | 42% | -11% | 19% | -8% | -6.3% | 13% | -0.4% | 4%
CCN(CC)C(=O)C1CCN(CC2CC=CCC2)CC1 (stereo not given) | 1.1 | -4% | 33% | 17% | -4% | -4.6% | -17% | -2.1% | 8%
COc1ccc(N2CCN(C(=O)c3nn(C)c4c3CS(=O)(=O)c3ccccc3-4)CC2)cc1 | nt | 1% | -10% | nt | -7% | nt | 14% | -2.2% | nt
O=C(NC(Cc1ccccc1)C(=O)O)/C(=C\c1ccco1)NC(=O)c1ccco1 (stereo not given) | 1.1 | -3% | -12%[20 µM] | nt | -3% | -5.8% | -10% | nt | nt

The list goes on.
SMILES | TNAP activators | NOD1 inhibition | KOR beta-arrestin-1 | human PMI inhibition | LYP phosphatase | XIAP antagonists | NOD2 inhibition | KOR beta-arrestin-2 | human PMI inhibitors
Cc1n[nH]c(=O)nc1NC(C)c1ccccc1 (stereo not given) | 1.1 | -22% | -7% | 0% | -2% | -4.0% | -3% | -6.0% | 0%
Cn1nccc1C(=O)OCC(=O)Nc1ccccc1 | nt | 7% | -59% | nt | -11% | nt | 2% | 1.8% | nt
COc1ccc(NC(=O)Cc2nnc(SCC(=O)Nc3ccccc3)n2C)cc1 | nt | -18% | 3% | nt | -8% | nt | -2% | 1.0% | nt
[2H]C(CCOS(N)(=O)=O)c1ccccc1 (stereo not given) | nt | -27% | -23%[20 µM] | nt | -4% | nt | -13% | -2.8% | nt
Cc1c(C(=O)c2ccccc2)c2ccccn2c1CCC#N | nt | -12% | 1% | nt | -6% | nt | 8% | 0.5% | nt
O=C(c1csc2c1CCCC2)N1CCN(c2ncccn2)CC1 | 1.1 | -22% | -9% | 3% | 2% | 1.6% | -19% | 7.0% | 1%
COCCNc1nc2c(c(=O)n(Cc3cccc(Br)c3)c(=O)n2C)n1C | nt | -20% | 22% | nt | -2% | nt | 19% | 0.3% | nt
COc1ccc(CCN2CN(S(=O)(=O)c3ccccc3)c3nc4ccccc4nc32)cc1 | 1 | -12% | 0% | -16% | -1% | -2.9% | 14% | -1.9% | -11%
O=C(COc1ccc(Cl)cc1Cl)N/N=C/c1ccc[nH]1 | nt | -26% | 5% | nt | 4% | nt | 0% | 3.5% | nt
CC(C)(C)CN1CCC(Oc2cccc(C(=O)N3CCC[C@H]3CO)c2)CC1 | nt | -18% | -31% | nt | -12% | nt | 0% | 3.4% | nt
O=C(CSc1nnc(-c2ccc(Cl)s2)o1)N1CCOCC1 | 1 | -34% | -50% | -5% | -5% | -3.3% | -31% | 17% | 30%
O=C(CSc1ccsc1[N+](=O)[O-])NCCc1ccccc1 | 1 | -16% | 24% | 3% | 0% | -20% | 3% | -4.6% | 3%
O=C(NNC(=O)C1CC(c2cccs2)=NO1)Nc1ccccc1 (stereo not given) | nt | -40% | -49% | nt | -6% | nt | -1% | 6.7% | nt
COc1ccc(N(CC(=O)Nc2ccccc2F)S(=O)(=O)c2ccc(OC)c(OC)c2)cc1 | nt | 6% | 14%[20 µM] | nt | -8% | nt | 6% | 1.5% | nt
COc1ccc([N+](=O)[O-])cc1NC(=O)Cn1ccsc1=N | 1 | -29% | 19% | 9% | 1% | -4.6% | 2% | -1.9% | 2%
CN(C)c1nc(Oc2ccc(C(=O)OCC(=O)Nc3ccccc3)cc2)nc(N(C)C)n1 | 1.1 | 16% | 29% | 3% | -4% | -0.2% | 10% | 8.2% | 4%
CC(=O)c1cc(CN2CCC(n3nccc3NC(=O)c3ccccc3Cl)CC2)cs1 | nt | -20% | 6% | nt | -6% | nt | 3% | 2.4% | nt
COc1ccc(C(=O)NCCc2cnc[nH]2)cc1OC | nt | -1% | -10% | nt | -6% | nt | 10% | 2.7% | nt
O=c1[nH]c2ccc(N=Cc3c(O)ccc4cc(Br)ccc34)cc2[nH]1 | 0.8 | -12% | 36% | 65%* | -4% | -3.7% | 17% | 6.1% | nt
NS(=O)(=O)c1ccc(NC(=O)COC(=O)C2(c3ccc(F)cc3)CCCC2)cc1 | 1 | 35% | -24% | 13% | -7% | -12% | 25% | 5.2% | 0%
O=S(=O)(c1ccc(Oc2ccc(Br)cc2)cc1)N1CCOCC1 | 1 | 35% | 5% | 8% | -17% | -1.6% | 22% | -0.4% | 5%
Cc1ccc(C(=O)NCC(=O)N/N=C/c2cccs2)cc1[N+](=O)[O-] | 1.1 | -37% | 10% | 1% | 1% | -1.1% | 11% | -2.2% | 4%
COc1ccc(NCc2cc(=O)[nH]c3ccccc23)cc1 | nt | 13% | -16% | nt | -8% | nt | -12% | -0.6% | nt
CCCCOC(=O)C1C2C=C[C@]3(CN(CCCOC)C(=O)[C@H]13)O2 (stereo not given in full) | 1 | -26% | -5% | 9% | -2% | -6.6% | -4% | -5.4% | 16%
CN(C)CC[n+]1ccc(C(=O)c2ccccc2)cc1 | nt | -15% | -4%[20 µM] | nt | -12% | nt | -2% | 3.7% | nt

Other records.
SMILES | TNAP activators | NOD1 inhibition | KOR beta-arrestin-1 | human PMI inhibition | LYP phosphatase | XIAP antagonists | NOD2 inhibition | KOR beta-arrestin-2 | human PMI inhibitors
Cc1ccc(CS(=O)(=O)CCC(=O)O)cc1 | 1.1 | -12% | -33% | -25% | -6% | -8.1% | -2% | 6.3% | -10%
NC(=S)N/N=C/c1ccc(C(F)(F)F)cc1 | 1 | -16% | 32% | 8% | 2% | -7.6% | -13% | 4.2% | 8%
CC(C)c1ccc(NC(=O)CCS(=O)(=O)c2cccc3nonc23)cc1 | nt | -23% | 4% | nt | -10% | nt | -2% | 0.6% | nt
Cc1ccc(-c2cn3cccnc3n2)cc1NC(=O)c1c(-c2ccccc2Cl)noc1C | 1 | 2% | -6% | 4% | -19% | -18% | -3% | 8.0% | -8%
CCN(CC)S(=O)(=O)c1ccc(S(=O)(=O)N2CCN(C(=O)c3ccco3)CC2)cc1 | 1.1 | -4% | 30% | 3% | -9% | -2.1% | 20% | 7.2% | 6%
CC(C(=O)NN=C(c1ccccc1)c1ccccc1)N1CCOCC1 (stereo not given) | 1.1 | -14% | -23%[20 µM] | 11% | -10% | 2.3% | 13% | -6.3% | 6%
CC1CCCCN1C(=O)CSc1nc(-c2ccccc2)cc(=O)[nH]1 (stereo not given) | 1.1 | nt | 41% | 9% | 3% | -5.0% | -9% | -0.3% | 6%
CCOc1ccc(CC2S/C(=N/N=C/c3ccco3)NC2=O)cc1 (stereo not given) | 1 | 8% | -3% | 6% | -4% | -11% | 1% | -3.4% | 9%
Cn1c(SCc2ccccn2)nnc1-c1cnccn1 | 1.1 | -5% | 17% | -7% | -11% | -5.6% | -5% | -4.7% | -4%
COc1ccc(CCN(C)C(=O)CCCN2C(=O)c3cccc4cccc(c34)C2=O)cc1OC | nt | -40% | -9% | nt | -6% | nt | 10% | 5.2% | nt
CC(C)Oc1ccc(/C=C/C(=O)NCC2COc3ccccc3O2)cc1 (stereo not given) | nt | -1% | -1% | nt | 1% | nt | 34% | 4.6% | nt
Oc1ccc(-c2nccc(-c3ccc(Br)cc3)n2)cc1 | nt | -6% | 30% | nt | -6% | nt | 2% | 0.5% | nt
O=C(CN1C(=O)CCC1=O)Nc1ccc(Cc2ccc(NC(=O)CN3C(=O)CCC3=O)cc2)cc1 | 1 | -28% | -56% | -1% | -3% | -11% | 1% | -0.7% | 5%

Screens from PubChem.
